Statin myotox sup: suppressors of statin myotoxicity in C2C12 myotubes, primary screen, cell-based, single point, plate reader; C2C12 myotubes + simvastatin, ATP luminescence, 48 h; scaled: DMSO 0, geranylgeraniol control 100; rescue of ATP level, % at 7.49 µM; 0.78% of 330,000 active; AID 602340, 2012;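 active means mean ATP rescue above about 67%, or every replicate alone reaching that limit, limit read from the data, passing the limit was not always enough; inconclusive means no clear call, values can overlap the other calls; inactive means mean under the limit and some replicate under it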;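 further: myotubes were challenged with 10 µM simvastatin during compound exposure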
ERp5 block: inhibitors of ERp5-driven insulin aggregation, primary screen, biochemical, turbidity, absorbance 650 nm, single point. inhibition, % at 9.99 µM. 90 min. 0.05% of 350,000 active. Protein disulfide-isomerase A6 (Homo sapiens), Q15084. AID 651711, 2012;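 active means mean replicate inhibition above about 25%, with every replicate also reaching it, limit read from the data, passing the limit was not always enough; inconclusive means only one of those two criteria met; inactive means neither criterion met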
Target sequence (Q15084 whole entry, looked up): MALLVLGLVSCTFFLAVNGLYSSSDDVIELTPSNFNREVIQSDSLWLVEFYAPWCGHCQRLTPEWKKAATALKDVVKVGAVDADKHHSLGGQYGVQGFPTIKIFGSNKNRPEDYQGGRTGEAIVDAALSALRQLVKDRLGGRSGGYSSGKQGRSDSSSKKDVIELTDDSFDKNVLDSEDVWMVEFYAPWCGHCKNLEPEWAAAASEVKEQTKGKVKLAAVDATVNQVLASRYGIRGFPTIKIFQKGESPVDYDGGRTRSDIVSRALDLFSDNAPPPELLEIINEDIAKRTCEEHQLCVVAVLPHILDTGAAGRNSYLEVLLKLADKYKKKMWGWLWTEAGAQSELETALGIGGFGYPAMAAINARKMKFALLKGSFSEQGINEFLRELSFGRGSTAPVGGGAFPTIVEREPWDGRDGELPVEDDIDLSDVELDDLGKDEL
Cneo AK release: Cryptococcus neoformans cell lysis inducers, primary screen, AK release luminescence, single concentration; C. neoformans lysis, adenylate kinase release luminescence, 4 h; normalised: neutral wells 0, clomiphene wells 100; lysis activity, % at 15 µM; 0.2% of 360,000 active; AID 651654, 2012;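 active means mean lysis activity across replicates of at least 80%, whatever share of replicates individually reach that level; inactive means mean lysis activity below 80%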
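Test system: log-phase Cryptococcus neoformans yeast cells. Input: 5 × 10^6 yeast cells/mL. Medium: fresh YPD growth medium. Doses: single dose. Incubation: static 4 h at 37 °C with compound, 1 h detection. Measured by: luminescent adenylate kinase detection reagent. Read-out: signal increase indicating cell lysis. Benchmarks: Clomiphene.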
SIRT5 block: SIRT5 desuccinylase inhibitors, primary screen, biochemical, fluorescence imaging, single point, set 5; Purified SirT5, succinyl-peptide AMC, trypsin-coupled fluorescence; inhibition, % at 15 µM; 1.1% of 330,000 active; AID 652115, 2013; in the data active means inhibition above about 15%; inconclusive means no clear call, values can overlap the other calls
Target sequence (Q9NXA8 whole entry, looked up): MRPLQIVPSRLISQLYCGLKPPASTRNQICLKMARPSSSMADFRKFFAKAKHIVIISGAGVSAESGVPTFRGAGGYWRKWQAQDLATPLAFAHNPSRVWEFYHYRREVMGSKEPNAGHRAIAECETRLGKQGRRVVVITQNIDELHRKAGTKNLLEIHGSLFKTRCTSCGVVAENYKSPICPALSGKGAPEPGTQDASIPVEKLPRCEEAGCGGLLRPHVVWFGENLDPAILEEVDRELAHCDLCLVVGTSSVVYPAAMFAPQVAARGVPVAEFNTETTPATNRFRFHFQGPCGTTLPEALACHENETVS
miR122 inh: miR-122 Renilla sensor signal increase in Huh7, primary screen, miR-122 inhibitor project, cell-based, single point, plate reader; Huh7 miR-122 Renilla luciferase sensor, 48 h; neutral wells = 0, positive control = 100; activation (reporter increase), % at 12.5 µM; 0.3% of 340,000 active;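 active means mean replicate activation score at least 90 and every replicate individually at or above 90; inconclusive means only one of the two criteria met; inactive means neither criterion met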;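 further: higher luciferase means less miR-122 activity so hits act as miR-122 inhibitors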
ARNT TACC3 PPI: disruptors of ARNT/TACC3 protein interaction, primary screen, biochemical, AlphaScreen, single concentration; Transforming acidic coiled-coil-containing protein 3 (Homo sapiens), Q9Y6A5; AlphaScreen His-ARNT PAS-B/GST-TACC3 binding, luminescence; TACC3 fragment carries E629A point mutation; inhibition, % at 9.99 µM; 0.66% of 390,000 active; AID 623870, 2012;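 active means mean inhibition of replicates at least 50% and at least half of replicates each reaching 50%; inconclusive means half or more replicates reach 50% but mean below 50%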;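 further: 0% = complete ARNT plus TACC3 wells and 100% = ARNT alone without TACC3; many hits fall short of the cut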
esBAF inh: Bmi1 luciferase reporter increase in mESCs, primary screen, esBAF inhibitor project, mouse ES cells, Bmi1 luciferase knock-in, single point. 24 h; 100% = twice the neutral-well signal. reporter increase, % at 12.5 µM. 2% of 350,000 active. AID 602393, 2012; in the data active means activation above about 40%; inconclusive means no clear call, values can overlap the other calls;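 further: 0% = median of the plate's neutral control wells and 100% = double that signal; a rise in the Bmi1 reporter signal indicates esBAF inhibition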
The depositor's hits bear a star; u = inconclusive; x = not tested or not shown; & = joins results of further samples; [ ] = dose if it differs, or a comment.

SMILES	Statin myotox sup	ERp5 block	Cneo AK release	SIRT5 block	miR122 inh	ARNT TACC3 PPI	esBAF inh
Cc1ccc2[nH]c(=O)c3cc(C(=O)N(C)Cc4ccco4)sc3c2c1	-21	1	0	-4	-4	0	33
O=C(CN1CCCCCC1)Nc1ccc(S(=O)(=O)N2CCCCC2)cc1	-4	1	x	-1	-6	1	-1
COCCN1CCn2c(nc3cc(NS(C)(=O)=O)ccc32)C1	13	-2	0	1	8	-1	-1
Cc1cccnc1NC(=O)c1csnn1	3	-3	-3	1	-11	-3	0
O=C(COC(=O)c1ccc2c(c1)OCO2)Nc1ccccc1Cl	1	0	-3	0	5	4	5
O=C(C[C@H]1CC[C@@H](NC(=O)NC2CCCC2)[C@@H](CO)O1)NCc1ccc(F)cc1	1	-7	-1	1	-9[16.7 µM]	-18	-1
c1ccc(OCCCc2nc(-c3cccnc3)no2)cc1	23	x	-3	x	-6	2	-3
COc1cccc(/C=C2\N=C3CCCCCN3C2=O)c1	-8	x	-2	x	x	2	3
O=C(c1ccc(O)cc1)c1ccc(C(=O)O)c(C(=O)O)c1	-26	x	-3	x	-1	-3	-1
CC(C)CNS(=O)(=O)c1ccc(CCC(=O)N2CCN(Cc3ccc4c(c3)OCO4)CC2)cc1	23	x	-5	x	27	24	19
NC(=O)COC(=O)c1ccccc1Oc1ccccc1	x	1	x	-6	x	-10	x
CCCC#Cc1ccc2c(c1)O[C@@H](CN(C)CC1CCOCC1)[C@H](C)CN([C@@H](C)CO)S2(=O)=O	-44	x	-5	x	17[16.7 µM]	x	-4
CC(C)C(=O)Nc1cccc(-c2nc3ccccc3c(=O)o2)c1	1	x	-6	x	0	x	-8
COCC(=O)Nc1ccc2c(c1)C(=O)N(C)C[C@@H](OC)[C@@H](C)CN(CC1CC1)[C@H](C)CO2	5	-1	4	3	x	-11	-1
Cc1cc(C)n(-c2ccn(Cc3ccc(Cl)cc3Cl)c(=O)n2)n1	5	x	4	x	9	-2	0
COc1cc(SC)ccc1C(=O)Nc1cccc(C2OCCCO2)c1	27	-2	-1	2	x	-26	68*
CCC(C(=O)NCCCc1ccccc1)n1nc(C)c2c(C)n(-c3ccccc3)nc2c1=O (stereo not drawn)	-1	x	-1	1	-2	-4	1
C[C@H]1CN([C@@H](C)CO)C(=O)c2cc(NC(=O)Cc3cn(C)c4ccccc34)ccc2O[C@@H]1CN(C)C(=O)Nc1ccc(C(F)(F)F)cc1	x	6	52	1	-4[16.7 µM]	-1	-3
CC1CCCC(NC(=O)CNC(=S)N(Cc2ccccc2)Cc2cccs2)C1C (stereo not drawn)	x	1	x	2	x	-2	x
CCOc1ncccc1C(=O)OCC(=O)Nc1cc(S(=O)(=O)N2CCOCC2)ccc1Cl	x	-2	x	-3	x	1	x
O=C(Nc1ccc2c(c1)OCO2)c1cc(-c2ccncc2)nc2ccccc12	-22	1	-1	5	6	13	17
C[C@H]1CN([C@@H](C)CO)C(=O)c2cccc(NC(=O)Nc3ccc(F)cc3)c2O[C@H]1CN(C)C(=O)Nc1ccc(C(F)(F)F)cc1	-141	10	-1	6	-23[16.7 µM]	-27	3
CCN(CC)c1ncnc2c1ncn2[C@H]1CN(Cc2ccc(-c3ccccc3)cc2)C[C@@H](CO)O1	11	-9	-1	1	-19	x	4
C[C@H]1CCCCO[C@H](CN(C)CC2CC2)[C@@H](C)CN([C@@H](C)CO)C(=O)c2cc(NC(=O)Nc3ccc(C(F)(F)F)cc3)ccc2O1	x	x	-12	x	8[16.7 µM]	12	-1
Cc1cc(N2CCN(C)CC2)nc2ccc(NC(=O)c3ccccc3F)cc12	x	4	1	-5	x	3	x

Reprinted at random: 2 entries already listed.
SMILES	Statin myotox sup	ERp5 block	Cneo AK release	SIRT5 block	miR122 inh	ARNT TACC3 PPI	esBAF inh
COCC(=O)Nc1ccc2c(c1)C(=O)N(C)C[C@@H](OC)[C@@H](C)CN(CC1CC1)[C@H](C)CO2	5	-1	4	3	x	-11	-1
O=C(c1ccc(O)cc1)c1ccc(C(=O)O)c(C(=O)O)c1	-26	x	-3	x	-1	-3	-1

Other structures
SMILES	Statin myotox sup	ERp5 block	Cneo AK release	SIRT5 block	miR122 inh	ARNT TACC3 PPI	esBAF inh
CCOc1ccc(NC(=O)CCN2C(=S)NC(C)(C)CC2C)cc1 (stereo not drawn)	x	0	x	-1	x	8	x
Cc1ccc(NC(=O)COC(=O)c2cc(Cl)ccc2[N+](=O)[O-])cc1	x	5	x	2	x	-1	x
CCCc1ccc(OCC(O)CN2CCN(c3ccccc3)CC2)cc1 (stereo not drawn)	x	-8	-1	x	-4&2	2&-11	x
N#C[C@H]1[C@H](c2ccc(C#Cc3cccc(F)c3)cc2)[C@@H](CO)N1C(=O)C1CC1	17	-3	7	-1	x	-1	0
Cc1ccc(N2C(=O)C3C4C=CC(CNC(=S)Nc5cccc(Cl)c5)(O4)C3C2=O)cc1 (stereo not drawn)	x	-1	3	-2	14	-2	x
COc1ccc(C)cc1NC(=O)C1CCN(S(=O)(=O)c2ccc3c(c2)C(C)(C)C(=O)N3C)CC1	8	0	3	-5	0	-1	4
O=C(O)CCC(=O)OCCc1cc2ccccc2c(=O)o1	-3	5	1	-4	-1	-11	3
Cc1nc2ccc(S(=O)(=O)NC(C(=O)NCc3ccco3)C(C)C)cc2s1 (stereo not drawn)	-4	-2	-1	x	-5	-3	2
CSCCC(NS(=O)(=O)c1cccs1)C(=O)NCc1ccc(C)cc1 (stereo not drawn)	-3	4	4	1	9	-3	-4
Cc1noc(C)c1NC(=O)Nc1ccc2c(c1)C(=O)N([C@H](C)CO)C[C@@H](C)[C@@H](CN(C)Cc1ccc(C(=O)O)cc1)OCCCC[C@@H](C)O2	-5	x	2	x	4[16.7 µM]	-1	2
CCCn1c(C(C)Nc2nc(-c3ccc(Cl)c([N+](=O)[O-])c3)cs2)nc2ccccc21 (stereo not drawn)	9	-6	3	x	-11	0	-4
CCC(=NNS(=O)(=O)c1ccc(C)cc1)c1ccc(OC)c(C)c1	0	-8	-2	x	x	x	2
Cc1ccc(CN(C)C(=O)c2ccc3c(c2)NC(=O)CS3)o1	8	4	0	1	8	3	-6
Cc1ccc(CCNC(=O)CS(=O)Cc2nc(-c3cccs3)oc2C)cc1 (stereo not drawn)	14	-9	x	-1	5	-5	-1
Cc1cc(/C=C(\C#N)C(=O)NCc2ccco2)c(C)n1-c1ccc(C(=O)O)cc1	x	-5	x	12	x	-9	x
CCOc1ccc(NC(=O)COc2ccc(OC)cc2)cc1	x	-3	x	-1	x	0	x
S=C(Nc1ccc(Nc2ccccc2)cc1)NN1CCOCC1	x	4	x	0	x	-1	x
COc1ccccc1CNC(=O)CCCn1c(=O)c2ccccc2n(CC(=O)NC2CCCC2)c1=O	x	x	2	x	-4	-10	-7
CC(=O)Nc1cccc(C(=O)/C=C/c2ccc(C)cc2)c1	x	2	x	5	x	-1	x
CC(=O)N(C)C[C@H]1Oc2cc(-c3cccc(F)c3)ccc2S(=O)(=O)N([C@H](C)CO)C[C@H]1C	-27	7	3	-6	-23[16.7 µM]	-5	5
CCC(=O)Nc1ccc2nc(C)n(Cc3ccccc3Cl)c(=O)c2c1	-13	x	-1	x	0	6	15
COc1ccc(S(=O)(=O)N(C)C[C@@H]2Oc3c(NC(=O)C4CCCCC4)cccc3C(=O)N([C@H](C)CO)C[C@H]2C)cc1	-4	1	-1	-1	-8[16.7 µM]	0	4
COc1ccc(-c2sc(Nc3cccc4ccccc34)n[n+]2C)c(C)c1C	5	-4	-2	-9	0	-15	-4
O=C(NC1(C(F)(F)F)N=C2SCCN2C1=O)c1ccccc1 (stereo not drawn)	-2	x	-1	x	0	-5	-9
COc1ccccc1OCCSc1nnc(CNC(=O)c2ccco2)n1C	5	2	2	-2	x	-52	-4
New compounds follow.
SMILES	Statin myotox sup	ERp5 block	Cneo AK release	SIRT5 block	miR122 inh	ARNT TACC3 PPI	esBAF inh
CCOC(=O)c1c(-c2cccs2)csc1NC(=O)c1ccncc1	-4	x	2	x	31	-2	-4
C[C@@H]1CN([C@H](C)CO)C(=O)Cc2cc(NC(=O)Cn3cnnn3)ccc2O[C@@H]1CN(C)Cc1ccccc1	16	2	-5	-1	-2[16.7 µM]	-1	2
COc1ccc2cnnc(SCC(=O)Nc3ccccc3)c2c1OC	x	-1	-3	-1	-4	4	x
CCOc1ccc(-c2cn3ccccc3n2)cc1[N+](=O)[O-]	x	-2	x	1	x	-1	x
CCOCC(=O)Nc1ncc(S(=O)(=O)c2ccc([N+](=O)[O-])cc2)s1	1	-6	-7	5	-11	-5	5
CCCCOC(=O)c1cccc(NC(=O)CC)c1	60	x	0	x	4	-8	12
CCc1ccc(OC2(C)CCN(CCOc3ccc(C)cc3)C2)cc1 (stereo not drawn)	25	0	1	-7	-35	x	0
Cc1ccc(C(=O)NC(=S)Nc2ccccc2C(F)(F)F)cc1	x	x	23	x	-4	0	x
C[C@H]1CN([C@@H](C)CO)C(=O)c2cc(-c3ccncc3)cnc2O[C@H]1CN(C)C(=O)c1ccccc1F	4	-2	-2	3	-5[16.7 µM]	-1	-3
N#Cc1cccc(NC(=O)CSc2n[nH]c(=O)[nH]c2=O)c1	3	5	-2	-1	-5	20	1
COC(=O)c1cc(S(=O)(=O)NCC2CCN(Cc3cccc(F)c3)CC2)c[nH]1	5	4	2	-2	-9	2	4
Cc1ccccc1-c1noc(C23CC4CC(CC(C4)C2)C3)n1	-1	x	-1	x	-4	-4	14
COc1ccc(NC(=O)N(C)C[C@@H]2Oc3c(NC(=O)Nc4c(C)noc4C)cccc3C(=O)N([C@H](C)CO)C[C@@H]2C)cc1	-38	-10	0	1	-6[16.7 µM]	0	4
CCCc1cc(O)c2c(C)cc(=O)oc2c1	48	-3	-2	-8	0	-1	3
C=CCNC(=S)NNC(=O)c1ccc(OCC(C)C)cc1	x	2	-1	3	0	-20	-6
CCOc1ccc(NS(=O)(=O)c2ccc(NS(=O)(=O)c3ccccc3)cc2)cc1	-4	x	5	x	x	12	-3
CC(C)(C)NC(=O)CSc1nc2cccnc2n1C1CCCCC1	1	0	2	20*	3	2	-2
CN(C)C(=O)c1cccc(-c2ccc3c(c2)[C@H]2[C@H](CCN2C(=O)c2cccnc2)[C@H](CO)N3)c1	8	x	-14	x	-7[16.7 µM]	5	0
COc1cccc(C(=O)Nc2ccc3c(cc2=O)[C@@H](NC(C)=O)CCc2cc(OC)c(OC)c(OC)c2-3)c1	-44	x	2	x	x	-1	-12
COc1ccc(O)c(C(=O)c2cnc3c(c2)CN(C)C(=O)N3)c1	x	-15	x	3	x	-5	x
C/C=C/c1ccc2c(c1)O[C@H](CN(C)S(C)(=O)=O)[C@@H](C)CN([C@@H](C)CO)S2(=O)=O	x	u	-3	-8	13[16.7 µM]	-6	-2
CN1CCN(C(=O)C[C@H]2C[C@H]3c4cc(NC(=O)NC5CCCC5)ccc4O[C@H]3[C@H](CO)O2)CC1	-3	-3	-61	-3	7[16.7 µM]	-5	-1
O=C(COc1cc(Cl)c(Cl)cc1Cl)Nc1ccncc1	-7	x	2	x	-8	-6	12
COc1cccc(NC(=O)CN(C)C(=O)CN2C(=O)NC3(CCCC3)C2=O)c1	6	-10	-1	8	1	-2	-1
